Bioassay records as filed in PubChem.
Vif-APOBEC3F blk = Vif-A3F binding inhibition; Potency, µM (series often up to 46.1 µM), for inactives: top-dose activity, negative = active; actives 0.2% (n = 390,000); HeLa A3F-eYFP + Vif (tagged APOBEC3F with the HIV-1 protein that degrades it), YFP fluorescence increase; note: potency is the fitted concentration of half-maximal effect; % of control where 0% means no effect; nearly all actives have a fitted effect of over 65% in size
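Fluorescence increase (Ex 488/Em 500-530) after overnight compound treatment at 37 deg C flags inhibition of Vif-driven A3F-eYFP loss in stable HeLa A3F-eYFP/Vif cells seeded overnight beforehand.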
PI4K2A block = blocks human PI4K2A kinase activity. activity change, negative = inhibition, % at 76.9 µM. actives 0.13% (n = 420,000). AID 1346378. Q9BTU6. purified PI4K2A, ADP-Glo luminescence, 1 h; stronger effect = lower value; in the data active = activity change below about -50%; inconclusive = mostly about -30% to -49%;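 note: -100% = wells without enzyme as full effect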
Target sequence (Q9BTU6 whole entry, looked up): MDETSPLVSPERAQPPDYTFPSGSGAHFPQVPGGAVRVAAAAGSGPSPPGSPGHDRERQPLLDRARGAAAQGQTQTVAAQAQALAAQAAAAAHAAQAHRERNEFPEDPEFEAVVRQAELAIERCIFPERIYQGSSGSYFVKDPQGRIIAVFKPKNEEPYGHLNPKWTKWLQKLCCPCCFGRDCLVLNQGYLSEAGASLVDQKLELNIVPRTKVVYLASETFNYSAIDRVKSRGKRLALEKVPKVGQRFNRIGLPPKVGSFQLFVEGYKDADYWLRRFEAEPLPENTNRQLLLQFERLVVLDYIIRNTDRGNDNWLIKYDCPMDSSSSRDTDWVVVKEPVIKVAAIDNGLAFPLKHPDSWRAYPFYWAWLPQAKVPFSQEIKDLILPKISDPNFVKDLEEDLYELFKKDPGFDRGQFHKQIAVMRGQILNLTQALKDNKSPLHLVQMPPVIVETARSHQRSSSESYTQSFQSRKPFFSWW
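ADP-Glo luminescence measured ADP generated by PI4K2A enzyme (4 ug/mL before mixing) with 1.2 mM PI substrate (pre-mix) and 300 microM ATP (pre-mix). Tris pH7.5 buffer with MgCl2, Triton X-100; 1 h reaction at ambient temperature.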
RXFP1 ag = RXFP1 (human) receptor agonism; HEK293T-RXFP1 cAMP TR-FRET, 30 min; response scale: percent of porcine relaxin response, buffer zero; Potency, µM (series often up to 57.5 µM), without a hit: at the highest dose activation, actives largely listed as activators; actives 0.3% (n = 370,000); note: potency is the fitted concentration of half-maximal effect; % is set by controls: 0 for no effect and ±100 for the full control effect; nearly all actives have a fitted effect of over 60% in size; many of its hits are not listed in these tables
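HEK293 cells stably expressing RXFP1, treated 30 min at 37C with compounds plus PDE4 inhibitor Ro 20174; cAMP measured by HTRF TR-FRET. Normalized to buffer and 29 nM porcine relaxin; EC50 by Hill fit.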
Glioma ERSR ind = inducers of ER stress response in human glioma cells | AID 602332 | Potency, µM, for inactives: at the top dose activation, usual class: activators | actives 0.02% (n = 420,000) | U87-MG GRP78 promoter luciferase reporter, 16 h; note: potency is the fitted concentration of half-maximal effect; series mostly up to about 76 µM; % of control where 0% means no effect; nearly all actives have a fitted effect of over 35% in size
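Stably transfected U87-MG human glioma cells carrying a GRP78-based luminescent sensor were seeded at 1000 cells/well, pin-dosed with compounds and incubated 16 h. Luciferase reagent was then added, and end-point luminescence was read after 10 min at room temperature.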
mIDH1 inhibitor = blocks human mutant IDH1 R132H enzyme; actives 0.093% (n = 390,000); IDH1-R132H enzyme, NADPH consumption, diaphorase/resazurin fluorescence; O75874; AID 602179; Potency, µM (highest dose often 76.6 µM), for inactives: at the highest dose activity change, negative = inhibition, most hits filed as inhibitors; note: potency is the fitted concentration of half-maximal effect; % is set by controls: 0 for no effect and ±100 for the full control effect; nearly all actives have a fitted effect of over 65% in size
Target sequence (O75874 whole entry R132H, stated change not applied): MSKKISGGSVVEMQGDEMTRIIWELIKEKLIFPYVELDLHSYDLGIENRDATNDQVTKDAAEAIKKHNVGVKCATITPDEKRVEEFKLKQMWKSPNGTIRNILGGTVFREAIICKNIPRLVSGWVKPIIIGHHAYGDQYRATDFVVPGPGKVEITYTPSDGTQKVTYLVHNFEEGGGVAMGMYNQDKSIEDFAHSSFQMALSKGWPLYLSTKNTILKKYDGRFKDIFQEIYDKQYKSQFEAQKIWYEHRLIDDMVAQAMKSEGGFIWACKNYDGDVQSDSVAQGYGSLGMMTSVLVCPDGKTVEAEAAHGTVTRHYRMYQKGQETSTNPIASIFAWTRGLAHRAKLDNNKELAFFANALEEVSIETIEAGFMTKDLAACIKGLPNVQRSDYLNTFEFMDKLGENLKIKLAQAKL
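IDH1-R132H (0.5 ug/mL dispensed) in pH 7.5 Tris buffer was preincubated 30 min with compound, then given a substrate mix of 0.016 mM NADPH and 2 mM alpha-KG for 80 min at room temperature; remaining NADPH was read by diaphorase/resazurin fluorescence.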
LDHA block = blocks human lactate dehydrogenase A; AID 1347041; actives 0.15% (n = 480,000); purified LDHA, NADH/diaphorase-resazurin fluorescence; stronger effect = lower value; P00338; activity change, % (values are at about 110 or 230 µM); in the data active = activity change below about -30%; inconclusive = mostly about -25% to -30%;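 note: plate controls were DMSO wells for no effect and wells without enzyme for full effect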
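Enzyme activity of human lactate dehydrogenase 5 (2 nM; 0.06 mM NADH, 0.2 mM pyruvate, 5 min, RT) is measured via a resazurin/diaphorase fluorescence readout of residual NADH.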
Vif-APOBEC3G blk = inhibitors of Vif-APOBEC3G interaction. Potency, µM (doses to about 46.1 µM), inactives show at the highest dose activity, negative = active, usual class: inhibitors. HeLa A3G-eYFP + Vif (tagged APOBEC3G with the HIV-1 protein that degrades it), YFP fluorescence, overnight. actives 0.076% (n = 410,000);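 note: potency is the fitted concentration of half-maximal effect; % is set by controls: 0 for no effect and ±100 for the full control effect; nearly all actives have a fitted effect of over 60% in size; hits raise eYFP signal because A3G escapes Vif-driven loss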
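HeLa cells stably expressing Vif and C-terminally eYFP-tagged A3G, seeded overnight at 37 deg C, then exposed to compound by pintool overnight at 37 deg C. Rise in yellow fluorescence (Ex 488/Em 500-530, Acumen) marks blocked Vif-driven A3G degradation.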
TrxR1 substrate = is turned over as a substrate by rat TrxR1; actives 0.01% (n = 390,000); Potency, µM (doses to about 114 µM), for inactives: top-dose activity change, negative = substrate turnover; AID 588456; O89049; purified TrxR1 substrate turnover, NADPH consumption readout; note: potency is the fitted concentration of half-maximal effect; % is set by controls: 0 for no effect and ±100 for the full control effect; nearly all actives have a fitted effect of over 50% in size
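Rat TrxR1, dispensed at 90 nM, was prereduced with 400 uM NADPH (final) for 5 min at ~22 deg C, then incubated with compound 15 min before 400 uM selenite. A first-read NADPH fluorescence drop versus no-compound background flagged substrates.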
USP1-UAF1 inh = blocks the human USP1/UAF1 deubiquitinase complex | actives 0.23% (n = 390,000) | recombinant USP1/UAF1, Ub-Rhodamine cleavage fluorescence | Potency, µM (series often up to 57.1 µM), without a hit: at the highest dose activity change, negative = inhibition, hits mostly inhibitors | AID 743255; note: potency is the fitted concentration of half-maximal effect; % is set by controls: 0 for no effect and ±100 for the full control effect; nearly all actives have a fitted effect of over 60% in size; inactives centre near -12
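USP1/UAF1 complex at 1 nM was preincubated with compound for 15 min at room temperature, then Ub-Rho substrate (150nM final) was added. Fluorescence (480/540 nm) was read kinetically, 6 reads every 60 seconds.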
Active calls of the source: *; ? = inconclusive; . = not tested or not shown; & = joins results of further samples; [ ] = remark or other dose. Unless noted, calls come from the whole dose curve; as a rule, active = well fitted curve in the direction sought with a large enough effect; inconclusive = small, poorly fitted or top-dose-only effect, or another doubt; inactive = no such curve, though single readings can be large; an effect the other way counts as inactive or inconclusive.

SMILES | Vif-APOBEC3F blk | PI4K2A block | RXFP1 ag | Glioma ERSR ind | mIDH1 inhibitor | LDHA block | Vif-APOBEC3G blk | TrxR1 substrate | USP1-UAF1 inh
COCc1cc(C)nc2sc3c(=O)n(-c4cc(C)ccc4C)nnc3c12 | -2.1% | 5.7 | -4.9% | 0.5% | -6.8% | -4.5 | 0.0% | -8.2% | 19.0%
CCCOC(=O)C1=C(C)NC(=O)NC1c1cccc2ccccc12 (configuration not stated) | 1.4% | 1.6 | -3.1% | -2.0% | -4.0% | -0.5 | 1.1% | -8.1% | -11.4%
CCCCCn1c(=O)[nH]c2cc(C(=O)N3CCN(CC)CC3)ccc2c1=O | -5.6% | 7.0 | -1.3% | -0.1% | 2.6% | -4.5 | 2.4% | 8.7% | -13.7%
Cc1ccc(C)c(NC(=O)COC(=O)c2cccc3c2C(=O)c2ccccc2C3=O)c1 | -3.0% | -5.7 | 7.4% | -3.3% | 9.0% | 0.6 | -13.5% | -12.1% | -23.3%
CN1CCn2c1nc(N1CCCCC1)nc2=O | 0.5% | 7.4 | 2.3% | -0.6% | 1.7% | 0.0 | -3.7% | -0.1% | -18.8%
O=C(CCc1ccccc1)Nc1ccc(NC(=O)c2ccco2)cc1 | -4.9% | -3.2 | 0.9% | 2.6% | 0.0% | ? | 0.6% | 8.5% | -6.9%
Nc1ccc(C(=O)N/N=C\C=C\c2ccc([N+](=O)[O-])cc2)cc1 | -0.9% | 1.2 | 1.3% | -4.1% | -9.7% | -3.0 | -0.6% | -1.2% | -24.6%
CCN(C(=O)CCS(=O)(=O)c1cc2c(cc1C)NC(=O)CO2)c1cccc(C)c1 | -2.6% | 12.5 | -1.2% | -2.0% | -13.0% | -5.8 | 2.1% | -7.3% | -21.6%
Cc1cccc2cc(CN(Cc3ccco3)C(=O)c3ccncc3)c(=O)[nH]c12 | -2.1% | -8.0 | 0.1% | -0.5% | 8.3% | -1.7 | -2.8% | 12.5% | -13.5%
COc1ccc(C(=O)NN=C2CCCC2)c(OC)c1 | 0.8% | -3.3 | 0.3% | 4.4% | 0.0% | -6.5 | -1.4% | -16.9% | -13.6%
CCOC(=O)C(=O)/C(=C\N(C)C)c1onc(-c2ccccc2)c1C(=O)OC | -5.7% | 0.1 | 1.8% | -5.6% | 3.2% | -8.5 | 0.8% | 3.2%[57.1 µM] | -10.7%
CCNC(=O)c1cccc(NC(=O)CC2SC(N3CCCCC3)=NC2=O)c1 (configuration not stated) | -14.5% | -6.5 | -2.3% | -3.3% | 4.1% | -7.3 | 1.5% | 3.6% | -7.0%

Part of the list above in a different format.
| structure | Vif-APOBEC3F blk | PI4K2A block | RXFP1 ag | Glioma ERSR ind | mIDH1 inhibitor | LDHA block | Vif-APOBEC3G blk | TrxR1 substrate | USP1-UAF1 inh |
| --- | --- | --- | --- | --- | --- | --- | --- | --- | --- |
| O=C(CCc1ccccc1)Nc1ccc(NC(=O)c2ccco2)cc1 | -4.9% | -3.2 | 0.9% | 2.6% | 0.0% | ? | 0.6% | 8.5% | -6.9% |
| Nc1ccc(C(=O)N/N=C\C=C\c2ccc([N+](=O)[O-])cc2)cc1 | -0.9% | 1.2 | 1.3% | -4.1% | -9.7% | -3.0 | -0.6% | -1.2% | -24.6% |

The list continues:
SMILES | Vif-APOBEC3F blk | PI4K2A block | RXFP1 ag | Glioma ERSR ind | mIDH1 inhibitor | LDHA block | Vif-APOBEC3G blk | TrxR1 substrate | USP1-UAF1 inh
O=C(NCc1ccccc1)c1cccc(S(=O)(=O)NCc2ccccc2)c1 | 8.1% | 3.1 | -0.5% | -4.8% | 2.8% | -4.1 | -4.8% | -10.4% | -6.4%
Nc1ccc(-c2nc3ccc(N)cc3o2)cc1 | -0.9% | -2.1 | 22.0% | -10.5% | 9.1% | 5.2 | 0.3% | 846.3%[activator] | ?
Cn1nnnc1SCCNCc1ccc(Cl)c(Cl)c1 | -0.6% | -3.4 | 6.8% | -1.0% | 12.5% | -11.7 | -0.9% | 8.8% | -19.7%
O=C(c1cc(COc2c(F)cccc2F)on1)N1CC[C@@H]2CCCC[C@H]2C1 | -7.0% | 1.9 | . | 9.7% | 2.9% | -2.0 | 1.5% | . | ?
CN(c1ccc(OCC(=O)NCCc2ccccc2)cc1)S(=O)(=O)c1ccc(Cl)cc1 | 8.3% | -2.8 | 3.2% | 1.9% | 7.0% | 0.5 | -6.7% | -2.4% | -10.7%
O=C(Nc1ccccc1N1CCCC1)c1cccc(-c2cc3ccccc3oc2=O)c1 | 4.4% | 2.0 | 5.4% | -0.8% | 7.1% | -1.5 | -0.2% | -5.4% | -4.4%
Cc1cc(OC(=O)c2ccc(Cl)cc2Cl)nc(C)n1 | -10.8% | -3.4 | -0.5% | -1.5% | 9.1% | 0.0 | -0.4% | 1.9% | -23.1%
O=C(N/N=C/C=C\c1ccccc1[N+](=O)[O-])c1cc(-c2ccc3ccccc3c2)n[nH]1 | ? | -1.9 | 0.3% | ? | -3.6% | ? | ? | 2.7% | -26.8%
CC(C)C(=O)NCc1cc(-c2ccc(Cl)cc2)no1 | -6.6% | -7.2 | 1.6% | -1.7% | -4.7% | -1.4 | -3.8% | -0.5% | -20.7%
COC(=O)Nc1ccc(S(=O)(=O)N2CCC(C(=O)N3CCC(C)CC3)CC2)cc1 | 5.2% | 3.2 | 0.7% | -2.0% | -7.5% | -7.5 | -2.1% | -3.2% | 1.9%
CN(Cc1ccccc1)C(=O)c1[nH]cnc1C(=O)N[C@@H](CCCCNC(=O)OC(C)(C)C)C(=O)OC(C)(C)C | 6.9% | -2.4 | 4.5% | -4.3% | 14.3% | 2.4 | -8.9% | -7.8%[57.1 µM] | -36.1%
CCCCc1nnc(NC(=O)CSc2nc(N)cc(=O)[nH]2)s1 | 20.9% | 1.6 | -0.1% | -1.6% | 7.4% | -1.4 | 1.3% | -4.7%[57.1 µM] | -5.4%
CCC1CCCCN1CCCNC(=O)CN1C(=O)CSc2ccc(S(=O)(=O)N3CCOCC3)cc21 (configuration not stated) | -2.3%&-23.1% | 4.0&3.2 | -2.1%&-1.2% | -4.0%&-1.9% | 0.0%&4.1% | -3.4&-9.0 | 1.0%&-2.2% | -6.8% | -15.4%&-10.2%
C=CC[C@H](CC(=O)NCCO)C(=O)N[C@H](COC(=O)[C@@H](CC=C)Cc1ccc(F)cc1)c1ccccc1 | -1.0% | -2.9 | . | 0.2% | 2.6% | 0.0 | -2.6% | -0.9% | -14.5%
O=C(CCl)N(Cc1ccccc1)c1ccccc1 | 2.4% | 4.5 | -0.2% | -13.3% | -6.0% | 1.5 | ? | 1.1% | -12.0%
CCC(=O)NC(NC(=S)Nc1c(C)n(C)n(-c2ccccc2)c1=O)C(Cl)(Cl)Cl (configuration not stated) | ? | -4.2 | -0.4% | -4.8% | 5.4% | -7.4 | 0.2% | 3.9% | -6.7%
CCn1c(SCC(=O)Nc2cccc(C)c2)nc2ccccc2c1=O | -7.1% | 5.1 | 0.2% | -5.3% | 0.1% | -1.4 | -5.3% | 0.5% | -13.6%
CCn1c(=O)n(CC(=O)N(C)Cc2ccccc2)c(=O)c2ccccc21 | -6.9% | 4.7 | -0.5% | 2.8% | 4.4% | 2.3 | -5.2% | 2.3%[57.1 µM] | -18.2%
CN(C)S(=O)(=O)NCC1CCCN(Cc2cc3ccccc3s2)C1 (configuration not stated) | -1.2% | -5.9 | . | 2.4% | -7.8% | -3.5 | 4.2% | -5.4% | -19.9%
COc1ccc(-c2n(CC(=O)OC3CC(C)CCC3C(C)C)c3ccccc3[n+]2C)cc1 (configuration not stated) | 1.8% | 3.5 | 1.5% | -13.8% | 2.8% | 1.2 | -10.3% | 10.6%[57.1 µM] | -5.6%
CCCNC(=O)C/C(C)=N/NC(=O)C(=O)Nc1ccccn1 | -2.4% | -0.1 | -0.2% | 3.6% | 0.0% | 1.6 | -0.6% | 1.6% | -11.1%
COc1ccc(C(=O)/C=C2/C(=O)Nc3ccccc32)c(OC)c1 | -9.0% | -18.0 | 5.9% | -10.9% | 5.4% | -3.0 | -27.1% | 15.1%[57.1 µM] | -17.4%
Cc1cc2c(cc1NC(=O)c1ccc(C(C)(C)C)cc1)n(C)c(=O)c(=O)n2C | -1.0% | -0.9 | 7.6% | -0.3% | 0.0% | -2.4 | 4.1% | 0.0%[57.1 µM] | -20.9%
COc1ccc2[nH]c(=O)c(CNc3ccccc3OC)cc2c1 | 7.7% | -1.5 | 5.5% | -2.7% | 0.0% | 16.1 | -3.2% | 12.9% | -20.5%
CCOc1ccccc1NC(=O)c1cccc(NC2=NC3CS(=O)(=O)CC3S2)c1 (configuration not stated) | -19.0% | -4.8 | 7.7% | 3.9% | -9.6% | -9.1 | -2.6% | -2.0%[57.1 µM] | 0.1%
COc1ccccc1N1CCN(C(=O)CSc2n[nH]c(-c3ccccc3Cl)n2)CC1 | 1.7% | -0.8 | 3.1% | -3.0% | -16.7% | 3.0 | 0.7% | 0.6%[57.1 µM] | -17.1%
Cc1ccc(-n2ncc3c(N4CCN(C)CC4)ncnc32)cc1C | 2.6% | 0.3 | 3.9% | -8.9% | -6.1% | -3.2 | 1.0% | 4.2%[57.1 µM] | -29.1%
CCS(=O)(=O)N1CCC(NC(=O)C2CCCCC2)CC1 | 0.0% | -3.8 | 0.0% | -2.2% | 3.6% | -5.7 | 0.8% | 6.3%[57.1 µM] | -2.2%

Some of the compounds tested (hit frequency here may not be typical).
